From PubChem BioAssay
PAFAH1B2 FP inh – PAFAH1B2 enzyme inhibitors, primary screen, biochemical, fluorescence polarization, human. Platelet-activating factor acetylhydrolase IB subunit alpha2 (Homo sapiens), P68402. recombinant PAFAH1B2, FP-rhodamine activity probe. inhibition, % at 3.39 µM. actives 1.2% (n = 340,000). AID 492953, 2010;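 active = inhibition above the mean of all tested compounds plus 3 SD, cut at about 24% in these data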;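 note: 0% = enzyme with DMSO and 100% = wells lacking PAFAH1B2; many of its hits are not listed in these tables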
Target sequence (P68402 whole entry, looked up): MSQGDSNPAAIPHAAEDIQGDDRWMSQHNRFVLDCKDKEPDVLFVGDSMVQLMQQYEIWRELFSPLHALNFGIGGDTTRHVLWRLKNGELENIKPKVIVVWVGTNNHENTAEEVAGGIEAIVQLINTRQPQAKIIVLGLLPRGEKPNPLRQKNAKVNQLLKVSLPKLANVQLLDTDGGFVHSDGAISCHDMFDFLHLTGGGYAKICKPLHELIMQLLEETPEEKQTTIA
PAFAH1B3 FP inh – PAFAH1B3 enzyme inhibitors, primary screen, biochemical, fluorescence polarization, human | recombinant PAFAH1B3, FP-rhodamine probe | inhibition, % at 3.39 µM | actives 0.28% (n = 340,000);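 active = inhibition above the screen-wide average of all tested compounds plus 3 SD, cut at about 25% in these data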;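 note: 0% = enzyme with DMSO only and 100% = wells lacking PAFAH1B3 protein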
Target sequence (Q15102 whole entry, looked up): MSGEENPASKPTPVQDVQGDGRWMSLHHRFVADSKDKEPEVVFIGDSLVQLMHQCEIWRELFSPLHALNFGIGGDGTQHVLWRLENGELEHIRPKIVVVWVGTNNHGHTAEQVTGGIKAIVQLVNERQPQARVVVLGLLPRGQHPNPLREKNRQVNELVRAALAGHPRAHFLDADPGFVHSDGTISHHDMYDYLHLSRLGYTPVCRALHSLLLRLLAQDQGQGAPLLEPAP
* = called active by the depositor.

structure	PAFAH1B2 FP inh	PAFAH1B3 FP inh
O=C(c1nnsc1S(=O)(=O)c1ccc(Cl)cc1)N1CCOCC1	6	15
Cc1ccc(OCC(=O)NNC(=S)NC(=O)c2ccc(Br)o2)c(C)c1	7	5
Cc1ccccc1-c1n[nH]c(=S)n1/N=C/c1ccc(-c2ccccc2Br)o1	7	12
CC(=O)c1c(C)[nH]c(C(=O)CSc2nnc(NC3CC3)s2)c1C	-4	7
O=C(O)c1cc(=O)c2c(OCC(O)COc3cccc4oc(C(=O)O)cc(=O)c34)cccc2o1	5	8
CSC1=Nc2sc3c(c2C2=NCCN12)CC(C)(C)OC3	4	8
COc1ccc(S(=O)(=O)N2CCc3ccccc32)cc1C(=O)NCc1ccco1	6	6
CN(CC(=O)NCCc1ccc(S(N)(=O)=O)cc1)CC(=O)Nc1ccc(Cl)c(C(F)(F)F)c1	2	-3
CCNC(=O)/C(C#N)=C/c1c(N2CCN(c3cccc(Cl)c3)CC2)nc2c(C)cccn2c1=O	-2	3
O=c1cc2oc3cc(O)c(O)cc3c(-c3ccccc3O)c-2cc1O	27*	-62
COc1ccc(/C=C/C(=O)N(CCC(N)=O)c2ccccc2)cc1S(=O)(=O)N1CCOCC1	2	7
Cc1ccc(C2=NOC(=O)/C2=C\C=C\c2ccccc2)cc1	12	36*
FC(F)(F)c1nc(=S)c2ccccc2[nH]1	-3	-2
CC(=O)c1cc2c(cc1F)C(C)(C)CCC2(C)C	0	2
C=C1[C@H]2O[C@H]2[C@@H](OC(C)=O)[C@@]2(C)[C@@H](OC(C)=O)C[C@@H](OC(C)=O)[C@@](C)(O)[C@@H]2[C@@H](OC(C)=O)[C@@]2(O)[C@@H](C)C(=O)O[C@H]2[C@H]1Cl	4	3
Cc1cn(CC(=O)NCCCN2CCCC2=O)c(=O)[nH]c1=O	7	6
NC(=O)c1ncn([C@@H]2O[C@H](CNS(=O)(=O)c3cc(S(=O)(=O)c4ccccc4)cs3)[C@@H](O)[C@H]2O)n1	20	3
CC1C(C)N(C(=O)CCCl)c2ccccc2N1C(=O)CCCl (stereo not given)	4	10
Nc1nc(NCCOCCO)nc(N2CCCCCC2)c1[N+](=O)[O-]	2	1
CCOc1ccc(N(CC(=O)Nc2ccccc2OC)S(=O)(=O)c2ccccc2)cc1	-2	4
Cc1onc(-c2ccccc2)c1C(=O)OCC(=O)Nc1ccccc1	-2	1
O=C(NCc1ccccc1)c1ccc(NC(=O)C2CCC2)cc1	-1	10
CC1=C(SCc2ccccc2)C(=O)c2ccccc2C1=O	22	48*
CC(=O)Nc1cccc(/C(C)=N/Nc2ccc(S(=O)(=O)Nc3ccccc3C(=O)O)cc2[N+](=O)[O-])c1	33*	23
O=[N+]([O-])c1ccc(NN=Cc2ccco2)nc1	2	9
CCCCN(C(=O)C1CCCC1)c1c(N)n(CCC)c(=O)[nH]c1=O	-2	1
COc1cccc(NC(=O)c2c(C)nn(-c3ccccc3)c2Cl)c1	0	10
Cc1ccc(C(=O)O)cc1NS(=O)(=O)c1ccc2c(c1)oc(=O)n2C	-4	3
N/C(=N\N=Cc1ccc2c(c1)OCO2)NN=Cc1ccc2c(c1)OCO2	5	11
Cc1ccc(S(=O)(=O)N(C)C)cc1NC(=O)C(C)OC(=O)c1ccc2c(=O)n3c(nc2c1)CCC3 (stereo not given)	0	2

Taken from above.
PAFAH1B2 FP inh result of Cc1cn(CC(=O)NCCCN2CCCC2=O)c(=O)[nH]c1=O = 7
PAFAH1B3 FP inh result of O=[N+]([O-])c1ccc(NN=Cc2ccco2)nc1 = 9
PAFAH1B3 FP inh result of O=C(c1nnsc1S(=O)(=O)c1ccc(Cl)cc1)N1CCOCC1 = 15
PAFAH1B2 FP inh result of COc1ccc(/C=C/C(=O)N(CCC(N)=O)c2ccccc2)cc1S(=O)(=O)N1CCOCC1 = 2
PAFAH1B2 FP inh result of Cc1ccc(OCC(=O)NNC(=S)NC(=O)c2ccc(Br)o2)c(C)c1 = 7
PAFAH1B2 FP inh result of N/C(=N\N=Cc1ccc2c(c1)OCO2)NN=Cc1ccc2c(c1)OCO2 = 5
PAFAH1B2 FP inh result of NC(=O)c1ncn([C@@H]2O[C@H](CNS(=O)(=O)c3cc(S(=O)(=O)c4ccccc4)cs3)[C@@H](O)[C@H]2O)n1 = 20

Remaining list, next part:
structure	PAFAH1B2 FP inh	PAFAH1B3 FP inh
COc1ccc(O)c(/C=C(\C#N)C(=O)Nc2ccccn2)c1	6	13
CNc1ncnc(NC)c1[N+](=O)[O-]	2	4
O=[N+]([O-])c1cccc(C(=NCc2ccccc2)NO)c1	13	5
c1ccc(COc2ncnc3c2ncn3CCCN2CCN(c3ccccn3)CC2)cc1	1	8
CCn1c(N2CCN(CC(=O)c3ccc(OC)cc3)CC2)nc2ccccc21	-1	-7
COc1ccc(NS(=O)(=O)N2CCCCC2)cc1	4	5
CC1CCc2[nH]c3ccc(C(=O)NCC4CCCO4)cc3c2C1 (stereo not given)	11	7
Nc1nc(=S)c2ncn(C3OC(CO)CC3O)c2[nH]1 (stereo not given)	-1	8
COc1ccc(OCC(O)CN2CCNCC2)cc1 (stereo not given)	5	9
CCN(C(=O)COC(=O)CCC(=O)c1ccc(Cl)cc1)c1c(N)n(Cc2ccccc2)c(=O)[nH]c1=O	1	4
C#CCOCCOCCOCCNc1nc(N2CCN(C(=O)[C@H]([C@@H](C)O)n3cc(CCCCN)nn3)CC2)nc(N2CCN(C(=O)[C@H](C)n3cc(CCC(=O)O)nn3)CC2)n1	3	-5
COc1ccc([N+](=O)[O-])c(O)c1C(C)=O	0	2
Cc1cccc(NC(=O)c2ccc3c(c2)CCN3S(C)(=O)=O)c1	1	17
CCOC(=O)c1ccc(S(=O)(=O)N2CCN(C3CC(=O)N(c4ccccc4C(F)(F)F)C3=O)CC2)cc1 (stereo not given)	2	1
COc1ccc2nc3cc([N+](=O)[O-])ccc3c(NNc3ccc([N+](=O)[O-])cc3)c2c1	0	24
Cc1cc(C)c(S(=O)(=O)NCc2csc(C)n2)c(C)c1	3	-3
O=C(CCCCn1cnc2c(=S)nc[nH]c21)Nc1ccc(C(=O)O)cc1	0	-4
CC(Sc1nnc2n1CCCCC2)C(=O)Nc1ccc(S(N)(=O)=O)cc1 (stereo not given)	0	0
N#Cc1ccc(C(=O)OCc2cccc(S(=O)(=O)N3CCOCC3)c2)cc1	5	3
Cc1nc(NC(=O)c2cnccn2)ccc1Br	-1	8
CC(=O)Nc1ccc(CCCCc2ccc(NC(C)=O)cc2)cc1	7	10
CC(C)CC1NC(=O)N(CC(=O)NC2CCCCC2)C1=O (stereo not given)	3	-5
Cc1ccc(S(=O)(=O)c2ccsc2NC(=O)c2ccccc2)cc1	1	3
O=C(CN1CCN(S(=O)(=O)c2ccc(Br)s2)CC1)NC1CCCCC1	30*	8
CCN(CC(=O)Nc1ccc(NC(C)=O)cc1)C(=O)c1ccc(S(=O)(=O)N2CCCC2)cc1	4	4
COc1ccc(C(=O)OCC(=O)Nc2cccc(S(=O)(=O)N3CCCCCC3)c2)cc1[N+](=O)[O-]	-4	-2
Cc1nc(C)n(CCNC(=O)c2ccco2)n1	1	4
CC1(C)CN=C(c2ccccc2)NC1	3	3
COc1ccc(C=CC(=O)c2c(OC)cc(OC)c(OC)c2O)cc1	4	13
CCOC(=O)C1CCN(CCC(=O)Nc2ccc(Br)c(C)c2)CC1	1	8

Arranged by length of the SMILES (ascending): part of the list above.
structure	PAFAH1B2 FP inh	PAFAH1B3 FP inh
Cc1nc(NC(=O)c2cnccn2)ccc1Br	-1	8
COc1ccc(C=CC(=O)c2c(OC)cc(OC)c(OC)c2O)cc1	4	13
O=C(O)c1cc(=O)c2c(OCC(O)COc3cccc4oc(C(=O)O)cc(=O)c34)cccc2o1	5	8

Returning to the listing, repeating the 5 entries before the break.
structure	PAFAH1B2 FP inh	PAFAH1B3 FP inh
COc1ccc(C(=O)OCC(=O)Nc2cccc(S(=O)(=O)N3CCCCCC3)c2)cc1[N+](=O)[O-]	-4	-2
Cc1nc(C)n(CCNC(=O)c2ccco2)n1	1	4
CC1(C)CN=C(c2ccccc2)NC1	3	3
COc1ccc(C=CC(=O)c2c(OC)cc(OC)c(OC)c2O)cc1	4	13
CCOC(=O)C1CCN(CCC(=O)Nc2ccc(Br)c(C)c2)CC1	1	8
COc1cc(C(=O)OCC(=O)N2CCN(S(=O)(=O)c3ccc(C)cc3C)CC2)c([N+](=O)[O-])cc1OC	5	16
COc1ccc(CNC(=O)Nc2cccc(Cl)c2)cc1	-1	1
CC(C)C[C@@H](CN)NC(=O)c1nc[nH]c1C(=O)N[C@@H](CC(C)C)C(=O)CNC[C@H](C)NC(=O)c1nc[nH]c1C(=O)N[C@@H](CC(=O)O)C(=O)O	2	12
O=C1CCCN1CC(CN1CCOCC1)Sc1nc2ccccc2c(=O)n1-c1ccccc1 (stereo not given)	2	11
O=C1C2CCCCN2C(=O)N1CCN1CCN(c2cccc(Cl)c2)CC1 (stereo not given)	2	-1
O=C1C=CC(=O)N1c1ccc2c(c1)C(NC(=O)C(F)(F)F)c1ccccc1-2 (stereo not given)	-8	-35
COc1ccc(NC(=O)CN(C)CC(=O)N2CCCCCC2)cc1	4	10
CC[C@]12C(=O)N(C)C[C@H]([C@@H]3C(=O)N(C)C(=O)[C@@H]31)N2C(=O)c1ccc(Cl)c(Cl)c1	3	-6
Nc1ccc(N=Nc2ccccc2)cc1[N+](=O)[O-]	1	5
CC1CN(C(=O)[C@@H]2CCCN2S(=O)(=O)c2ccc(Cl)cc2)CC(C)O1 (stereo not given in full)	4	9
COc1ccc(S(=O)(=O)Oc2ccccc2C(N)=O)cc1	2	12
COc1ccccc1NC(=O)C(C)OC(=O)C(C)SCC(=O)Nc1ccc(C)cc1 (stereo not given)	6	-1
CCOCCOc1cc(NCc2ccccc2)c2ncn(C(C)C)c2c1	-2	0
Cc1ccc(Cl)c(OCCCCN2CCC(C)CC2)c1	8	6
COc1cc(/C=N/NC(=O)c2ccc(N)cc2)ccc1OC(=O)c1cccc(C)c1	8	9
O=C1C=CC(=O)c2c(O)c(N3CCN(CCOCCO)CC3)c(Br)c(O)c21	44*	62*
COc1cc(Cn2c(C(=O)O)cc3sccc32)cc(OC)c1OC	1	8
CCC(C)NCCOc1ccc(C)cc1[N+](=O)[O-] (stereo not given)	5	7
Cc1csc(N2C(=O)C3C4CCC(O4)C3C2=O)n1 (stereo not given)	1	0
CC(C)(C)C(=O)NN=C1CCC(c2ccccc2)CC1 (stereo not given)	-1	4
CCCN1C(=O)/C(=C/c2ccc(OCC(=O)OCC)cc2)NC1=S	12	2
CCOc1ccccc1NC(=O)NNC(=O)CCc1ccc(OC)cc1	4	7
COc1cc(NS(=O)(=O)c2cc(NC(C)=O)ccc2OC)c(OC)cc1NC(=O)c1ccccc1	6	8
CC(C)(C)c1cc(C(=S)N2CCCC2)cc(C(C)(C)C)c1O	0	2
Nc1cn(C2OC(CO)C(O)C2O)c(=O)[nH]c1=O (stereo not given)	0	-4
O=C(Cc1cccc(NC(=O)C2CCN(C(=O)c3ccccc3)CC2)c1)Nc1cccc(C(=O)N2CCOCC2)c1	3	10
Cc1cc(NCCCCCCCNc2cc(C)nc3cc([N+](=O)[O-])ccc23)c2ccc([N+](=O)[O-])cc2n1	0	18
CC1CCC(C(O)(C(=O)O)C2CCCCC2)CC1C (stereo not given)	16	4
NC(=O)C1(Nc2ccc(Br)cc2)CCCC1	0	0
CCOC(=O)c1ccc(C(=S)N2CCCC2)cc1	1	9
O=C1CN(C(=O)c2ccc(Cl)c([N+](=O)[O-])c2)c2ccccc2N1	-2	6
O=C(COC(=O)CC1CCCC1)Nc1ccc(Cl)cc1	1	-2
Cc1cccc(NS(=O)(=O)c2ccc(C)c(C(=O)N3CCN(C(=O)c4ccco4)CC3)c2)c1	2	9
CN(C)c1ncnc2c1ncn2-c1ccccc1	1	-4
CN(CC(=O)Nc1ccccc1Br)C(=O)c1ccccc1OCc1ccc(Cl)cc1	4	6
CC(C)(CC1(C)NC(=O)NC1=O)OCc1ccccc1 (stereo not given)	5	-1
Cc1c(N2C(=O)/C(=C/c3ccc(N(C)C)cc3)N(C)C2=S)c(=O)n(-c2ccccc2)n1C	-26	-33
NC(=O)C(CCCCN1CCCCC1)(c1ccccc1)c1ccccc1	1	1
O=C(Nc1ccn(Cc2ccccc2)n1)c1cccc(F)c1	-1	-3
CCN(CC)CCNC(=O)CCc1c(C)nc2c(c(C)nn2-c2ccc(C)c(C)c2)c1C	4	-2
CCOC(=O)CSc1nnc(-c2ccccc2)c(-c2ccccc2)n1	8	4
O=C(C1CCCN(Cc2ccccc2[N+](=O)[O-])C1)N1CCCC1 (stereo not given)	2	10
c1ccc2c(c1)Nc1cc3ccccc3cc1O2	2	-1
O=C(O)CC1(C(=O)O)CCCC1	4	5

Some of the compounds tested, so the mix of outcomes need not match the whole.
